Bioassay records from PubChem BioAssay.
Phagocytosis inh = blocks phagocytosis by macrophages; AID 1029; 0.07% of 110,000 active; J774A.1 macrophage IgG-bead phagocytosis, imaging; inhibition, % at 5 µM;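 active means inhibition above the mean of the plate negative controls plus 5 SD, cut at about 13% in these data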;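 further: phagocytic index as fraction of beads internalized from green versus red external bead signal; plate controls were DMSO negative control for no effect and cytochalasin-D positive control for full effect; some results beyond the cut were filed as inactive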
GALR2 antag = antagonists of human galanin receptor 2 (GALR2); O43603; GALR2-expressing cells, antagonist mode; inhibition, % at 4 µM; 0.39% of 140,000 active; in the data active means inhibition above about 27%;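 further: cells stimulated with galanin 1-16 at roughly its EC80; 0% = agonist challenge control and 100% = basal control without agonist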
Target sequence (O43603 whole entry, looked up): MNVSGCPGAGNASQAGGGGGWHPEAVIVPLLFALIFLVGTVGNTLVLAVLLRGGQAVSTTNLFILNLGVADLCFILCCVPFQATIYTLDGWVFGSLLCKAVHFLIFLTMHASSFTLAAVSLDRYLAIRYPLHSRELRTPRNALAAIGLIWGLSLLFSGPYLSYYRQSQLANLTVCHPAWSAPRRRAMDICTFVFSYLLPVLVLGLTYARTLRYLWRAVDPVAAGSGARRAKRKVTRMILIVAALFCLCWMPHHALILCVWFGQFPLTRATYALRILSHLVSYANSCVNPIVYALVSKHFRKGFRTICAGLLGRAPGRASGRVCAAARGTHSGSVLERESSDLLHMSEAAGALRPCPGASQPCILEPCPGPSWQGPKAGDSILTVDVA
Yeast lifespan up = extends the lifespan of yeast | AID 775 | 0.68% of 130,000 active | S. cerevisiae growth with nicotinamide, OD615; deaD strain in restrictive glucose medium | inhibition of the nicotinamide effect, % at 10 µM;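 active means inhibition above a set limit, placed 3 SD over the median of all compounds, cut at about 26% in these data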;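 further: 0% = nicotinamide-treated wells and 100% = cells grown without nicotinamide; some compounds called inactive have numbers as strong as hits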
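Test system – modified budding yeast, DeaD strain · Compound – single dose 10 µM compound, 0.25% DMSO · Times – culture preincubation 4 h, compound exposure 48 h, both 30 °C · Detection – optical density (absorbance) at 615 nm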
HCT116 PTEN-null = growth suppressors of cells with PTEN tumor suppressor deletion; 1.2% of 140,000 active; viability, % at 10 µM; HCT116 PTEN-null viability, CellTiter-Glo, 60 h; stronger effect = lower value; AID 827;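 active means viability at or below a set limit, 4 SD under the median of all tested compounds, cut at about 3.7% in these data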;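 further: PTEN knockout HCT116 line with beta catenin targeted HCT116 as companion control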
NPY Y2 blocker = NPY-Y2 (human) receptor antagonism; P49146; NPY-Y2 expressing cells, antagonist mode; inhibition, % at 2.7 µM; 0.99% of 140,000 active; AID 793; in the data active means inhibition above about 17%;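 further: 0% = vehicle with agonist challenge and 100% = reference antagonist with challenge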
Target sequence (P49146 whole entry, looked up): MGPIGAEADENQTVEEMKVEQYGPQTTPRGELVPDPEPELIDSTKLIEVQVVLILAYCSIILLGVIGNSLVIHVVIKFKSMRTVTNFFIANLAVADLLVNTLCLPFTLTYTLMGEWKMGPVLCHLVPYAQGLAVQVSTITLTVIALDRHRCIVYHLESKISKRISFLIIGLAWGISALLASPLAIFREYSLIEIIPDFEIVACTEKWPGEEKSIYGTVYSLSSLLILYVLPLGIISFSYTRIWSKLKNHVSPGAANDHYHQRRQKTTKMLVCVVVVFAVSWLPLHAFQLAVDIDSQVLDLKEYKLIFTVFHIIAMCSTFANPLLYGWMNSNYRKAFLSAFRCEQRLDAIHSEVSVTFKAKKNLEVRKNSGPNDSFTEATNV
E-sel TNF inh = TNF alpha driven E-selectin expression inhibition | AID 1246 | inhibition, % at 2 µM | HUVEC TNFa-induced E-selectin immunofluorescence, high content | 0.71% of 120,000 active;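 active means inhibition above the batch mean plus 3 SD, and confirmed as a hit on visual image review, cut at about 43% in these data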;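 further: 0% = TNF-stimulated DMSO wells and 100% = unstimulated control wells; not every result past the cut was called active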
MRP1 act = MRP-1 activation; 0.61% of 140,000 active; viability increase, % at 10 µM; AID 799; H69AR cells + doxorubicin, viability rescue, CellTiter-Glo;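 active means viability gain under doxorubicin at or above a set limit, the compound median plus 3 SD, cut at about 4.7% in these data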;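 further: MRP-1 overexpressing cells given doxorubicin 25 µM after compound pretreatment; 18-22 h compound pretreatment then 72 h with doxorubicin before readout; 0% = doxorubicin-only wells and 100% = vehicle-treated cells without doxorubicin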
BB579 growth dn = chemicals that inhibit yeast BB579 growth in restrictive medium (lifespan-shortening candidates); S. cerevisiae BB579 growth, OD615, 48 h; inhibition, % at 10 µM; 0.51% of 140,000 active; AID 804;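 active means inhibition above a set limit, 3 SD over the mean compound inhibition, cut at about 44% in these data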; further: inactives centre near -24
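System: Saccharomyces cerevisiae DeaD strain BB579, replicative lifespan model yeast. Buffer or medium: restrictive glucose-based CSMM-D medium. Doses: one dose, 10 µM compound with 0.25% DMSO. Timing: 4 h preincubation and 48 h exposure at 30 °C. Detection: turbidity as optical density at 615 nm. Benchmarks: amphotericin B 10 µg/mL, positive.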
Measles CPE = protection of cells from measles virus; Measles virus-infected cells, CPE protection, absorbance; protection (pct of control), % at 4 µM; 1.5% of 140,000 active; AID 841; in the data active means protection mostly above about 24%, no sharp cut-off; inactive means mostly below about 26%; further: some compounds called inactive have numbers as strong as hits
HCT116 bCat-KO = beta-catenin-lacking colon tumor cell growth suppression | HCT116 beta-catenin knockout viability, CellTiter-Glo, 60 h; stronger effect = lower value | viability, % at 10 µM | 1.5% of 140,000 active | AID 818;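 active means viability at or under a set limit, the compound median less 4 SD, cut at about 6% in these data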;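 further: 0% = Hyamine 1622 control at 20 µM and 100% = untreated cell control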
The depositor's hits bear a star; / = no result given.

SMILES	Phagocytosis inh	GALR2 antag	Yeast lifespan up	HCT116 PTEN-null	NPY Y2 blocker	E-sel TNF inh	MRP1 act	BB579 growth dn	Measles CPE	HCT116 bCat-KO
N#Cc1cccc(C(c2nnnn2C2CCCC2)N2CCC(Cc3ccccc3)CC2)c1 (centres undefined)	/	-10	/	71	4	-1	-2.4	-41	-1	74
COc1ccccc1Nc1nnc(C)c(=O)[nH]1	0	-1	13	96	1	4	-0.3	-4	17	100
CN(C)c1ccc(/C=C(\C#N)c2ccccn2)cc1	0	9	-5	48	0	/	-2.5	8	15	43
Cc1cccc(NC(=S)N2CCCCCC2)c1	-2	13	-3	98	0	/	-1.2	-9	18	87
CC(=O)c1cc(NC(=O)c2ccccc2)c(=O)oc1/C=C/N(C)C	/	0	-20	89	3	-47	-1.7	-23	19	83
COc1ccccc1N1CCN(C(=O)CN(Cc2ccc(Cl)cc2)S(C)(=O)=O)CC1	-1	8	-5	68	9	2	-1.0	-7	24	68
Cc1nn(CC(=O)Nc2ccc3c(c2)oc2ccccc23)c(=O)c2ccccc12	-1	-3	-17	106	3	22	-6.0	-30	3	106
CN(c1cccc(NC(=O)CSc2ccc(Cl)cc2)c1)S(C)(=O)=O	-4	-8	-5	90	3	14	-0.4	-20	10	92
Cc1cc2c(C)nc(Cc3ccccc3)nc2o1	-1	-3	-8	96	0	9	-1.8	-1	8	89
c1csc(CN2CCN(Cc3cccs3)C2c2cccs2)c1	-1	8	-1	102	4	18	-1.0	-63	9	100
O=C(CSc1nc2cc(Cl)ccc2s1)N1CCN(C(=O)c2ccco2)CC1	1	2	-13	77	12	-28	-5.4	-26	61*	85
COC(=O)N/N=C/c1ccc(OCCSc2ccc(Cl)cc2)c(OC)c1	/	6	2	92	1	/	-2.9	-8	5	93
CCN(C(=O)c1cccc(F)c1)c1ccccc1C	0	3	-8	91	2	-9	-1.0	-37	4	81
CCCOc1ccc(/C=N/NC(=S)Nc2ccccc2[N+](=O)[O-])c(O)c1	4	24	8	10	-3	/	-1.2	-36	7	7
Cc1cccc(C)c1-n1nnnc1S(=O)(=O)Cc1ccccc1Cl	0	-7	1	72	6	-2	-2.0	-24	26	71
Cc1nc2c(cc(Oc3ccc(S(=O)(=O)N4CCOCC4)cn3)c3ccsc32)s1	1	2	-11	68	1	/	-1.6	-28	12	65
Cc1ccc(S(=O)(=O)N2CCC(C(=O)NCc3ccncc3)CC2)cc1	-1	-10	0	108	4	7	0.5	-64	16	104
Cc1cccc(NC(c2ccc(C)s2)c2ccc3ccc(C)nc3c2O)n1 (centres undefined)	-4	1	12	1.7*	2	-7	-5.7	18	9	2.4*
CCCCOc1ccc(CC(=O)NCC(=O)O)cc1	-3	7	0	93	1	/	-1.6	-29	8	81
CCC(CC)C(=O)OCC(=O)Nc1cc(OC)c([N+](=O)[O-])cc1C	-8	-25	4	87	0	/	-2.6	-21	1	98
COCCCNC(=S)NNC(=O)c1csc2ccccc12	-3	2	2	86	0	4	-1.6	-6	5	78
CCCCn1c(SCn2nnc3ccccc3c2=O)nc2cc(S(N)(=O)=O)ccc21	0	-5	-10	97	0	-7	-0.6	-22	8	86
Cc1ccc(C)c(NC(=O)Cn2nnc(C(=O)NCc3cccs3)c2N)c1	/	9	1	69	0	-31	-4.1	-40	4	74
CCOC(=O)C1CCCN(C(=S)Nc2cccc(Cl)c2C)C1 (centres undefined)	-9	-13	5	90	-1	17	-1.2	-17	9	94
COc1cc(/C=N\N=C2/SC(CC(=O)O)C(=O)N2c2ccc(O)cc2)ccc1O (centres undefined)	0	7	-4	103	1	-2	-1.3	-5	14	98
Cc1ccc2c(c1)C(c1ccncc1)=NNC(c1ccc(C(C)C)cc1)=N2	1	4	-2	72	0	/	0.1	19	6	86
O=C(CCC(=O)c1cccs1)NCc1ccc(Cl)cc1	/	-12	-7	84	1	7	-2.5	0	11	95
COc1ccc(NC(=O)c2ccc(F)cc2)cc1S(=O)(=O)Nc1cc(C)ccc1Br	-11	0	0	64	0	/	-2.8	-32	16	55
O=C(c1cccs1)N1CCC(c2ccccc2)C1 (centres undefined)	1	-5	-15	107	3	-9	1.0	-37	6	98
O=C(O)C1CCCN1S(=O)(=O)c1ccc2[nH]c(=O)c(=O)[nH]c2c1 (centres undefined)	/	4	-10	92	1	6	-1.0	-44	25	105

Sorted by the number under GALR2 antag (ascending): 3 from the list above.
compound | Phagocytosis inh | GALR2 antag | Yeast lifespan up | NPY Y2 blocker | E-sel TNF inh | BB579 growth dn | Measles CPE
COc1ccc(NC(=O)c2ccc(F)cc2)cc1S(=O)(=O)Nc1cc(C)ccc1Br | -11 | 0 | 0 | 0 | / | -32 | 16
COc1cc(/C=N\N=C2/SC(CC(=O)O)C(=O)N2c2ccc(O)cc2)ccc1O (centres undefined) | 0 | 7 | -4 | 1 | -2 | -5 | 14
Cc1ccc(C)c(NC(=O)Cn2nnc(C(=O)NCc3cccs3)c2N)c1 | / | 9 | 1 | 0 | -31 | -40 | 4

The results go on:
SMILES	Phagocytosis inh	GALR2 antag	Yeast lifespan up	HCT116 PTEN-null	NPY Y2 blocker	E-sel TNF inh	MRP1 act	BB579 growth dn	Measles CPE	HCT116 bCat-KO
COc1cc(CN2CCSCC2)cc(OC)c1OC	-1	1	-3	103	2	-19	-0.6	-11	9	89
Cc1ccc(NS(=O)(=O)c2ccc3c(c2)c(=O)n(C)c(=O)n3C)cc1F	0	3	6	62	0	5	-1.8	-54	5	50
COC(=O)c1ccc(NC(=O)CNC(=O)C2CCCCC2)c(C)c1	0	-12	-8	96	3	-21	-0.3	-22	9	98
CC1CCCC(C)N1C(=O)c1cc(F)c(F)cc1Cl (centres undefined)	/	-1	-8	86	-1	-3	-1.0	-46	7	96
Cc1cc[n+](-c2nc3ccccc3nc2[N-]S(=O)(=O)c2ccccc2)cc1	-13	-7	4	100	0	/	-0.4	-12	11	99
NC(=O)COC(=O)c1ccccc1Nc1ccc(SC(F)F)cc1	-5	-1	-4	100	6	/	-1.4	9	7	86
O=c1cc(-c2ccccc2Cl)oc2c([N+](=O)[O-])c(O)cc(O)c12	/	5	11	43	2	1	6.5*	-19	21	61
CC(C)(C)NC(=O)C(=O)NNC(=O)c1ccccc1	/	-12	-10	103	10	-29	-3.3	-19	1	96
COc1ccc(CCC(=O)NCc2cnn(C)c2)cc1	/	-1	-7	97	1	-8	-1.3	-59	24	86
Cc1ccc(-c2cc(C(=O)N/N=C/c3c(C)nn(C)c3C)c3ccccc3n2)cc1C	0	2	-13	84	2	-16	-0.6	-3	20	78

Molecules listed so far that have a cyano group:
SMILES	Phagocytosis inh	GALR2 antag	Yeast lifespan up	HCT116 PTEN-null	NPY Y2 blocker	E-sel TNF inh	MRP1 act	BB579 growth dn	Measles CPE	HCT116 bCat-KO
N#Cc1cccc(C(c2nnnn2C2CCCC2)N2CCC(Cc3ccccc3)CC2)c1 (centres undefined)	/	-10	/	71	4	-1	-2.4	-41	-1	74
CN(C)c1ccc(/C=C(\C#N)c2ccccn2)cc1	0	9	-5	48	0	/	-2.5	8	15	43

Additional structures follow.
SMILES	Phagocytosis inh	GALR2 antag	Yeast lifespan up	HCT116 PTEN-null	NPY Y2 blocker	E-sel TNF inh	MRP1 act	BB579 growth dn	Measles CPE	HCT116 bCat-KO
CCc1cccc(OCCOCCN2CCCC2)c1	0	-5	-2	99	2	12	-0.1	-15	20	98
Cc1cccc(N=Nc2c(C)nn(-c3ccccc3)c2N)c1C	-9	20	-1	72	4	/	-2.5	-9	2	74
Cc1cc(/C=C(\C#N)c2nnc(N3CCOCC3)n2-c2ccccc2)c(C)n1-c1ccccc1	-11	0	-2	101	4	/	-2.1	-33	14	111
CN1C(=O)C(CC(N)=O)N(NC(=O)c2ccc(Cl)cc2)C1=S (centres undefined)	/	-3	-2	94	-2	1	-2.8	-7	23	98
O=c1c(Cl)c(NCc2ccc(F)cc2)cnn1C12CC3CC(CC(C3)C1)C2	-2	-5	2	80	3	/	0.0	-12	36*	90
Cc1ccc(S(=O)(=O)CC(=O)Nc2ccc(S(=O)(=O)Nc3onc(C)c3C)cc2)cc1	-1	0	-2	104	2	-2	-0.3	-2	17	107
CC(C)/C=C1\CCCCC1N(C)C(=O)NC(C)C (centres undefined)	-2	-9	-5	88	1	/	-0.6	-8	4	88
CCCNC(=O)CCc1c(C)nc2nc(-c3cc(OC)cc(OC)c3)nn2c1C	1	-12	-6	107	-1	-13	-1.4	-23	10	102
CC(=O)C1C(c2cccc(F)c2)NC(=O)NC1(O)C(F)(F)F (centres undefined)	/	1	-6	93	0	-18	-0.6	-40	19	98
CC(=O)Nc1ccc(S(=O)(=O)N2CCN(C(=O)c3ccccc3F)CC2)cc1	/	15	/	83	-1	4	-2.4	-33	5	88
COC(=O)C1CSc2[nH]c(=O)sc2C1c1ccc(OC)c(OC)c1 (centres undefined)	/	5	-4	87	-2	-7	-2.2	-27	20	106
NC(=O)C1CCN(C(c2ccccc2)c2nnnn2C2CCCC2)CC1 (centres undefined)	/	-8	/	85	2	21	-3.1	-27	-1	92
Cc1cccc(Oc2ncnc3onc(C)c23)c1C	/	3	-11	80	0	2	-0.5	-52	2	87
CNc1nc(SCc2ccccc2Cl)nc2c1CCCC2	-1	-8	-24	59	4	/	4.2	19	3	72
Cc1ccc(-c2ccc(SCC(=O)N3CCc4ccccc43)nn2)cc1	-8	-5	10	96	2	-17	0.1	-55	9	94
CC1CC1C(=O)Nc1nc(-c2ccccc2)cs1 (centres undefined)	1	14	-13	/	1	18	0.3	-19	3	71
COc1ccc(S(=O)(=O)N2CCCC2C(=O)Nc2nc3c(s2)CCCC3)cc1 (centres undefined)	-2	1	2	85	0	17	-2.4	-31	5	84
C/C(=N\O)C1(C)N(O)C(C)(C)C(c2ccco2)=[N+]1[O-] (centres undefined)	-10	-23	4	97	2	-38	-1.7	-19	3	95
CCOC(=O)C1=C(N)OC2=C(C(=O)CC(C)(C)C2)C1c1ccco1 (centres undefined)	0	3	8	98	2	-35	-0.6	-71	3	98
CC(=O)Nc1ccc(S(=O)(=O)N2CCN(Cc3ccccn3)CC2)cc1	/	-1	-9	90	-3	11	-1.2	-17	10	76

Random excerpt: three entries already listed.
SMILES	Phagocytosis inh	GALR2 antag	Yeast lifespan up	HCT116 PTEN-null	NPY Y2 blocker	E-sel TNF inh	MRP1 act	BB579 growth dn	Measles CPE	HCT116 bCat-KO
O=C(c1cccs1)N1CCC(c2ccccc2)C1 (centres undefined)	1	-5	-15	107	3	-9	1.0	-37	6	98
CCN(C(=O)c1cccc(F)c1)c1ccccc1C	0	3	-8	91	2	-9	-1.0	-37	4	81
CCC(CC)C(=O)OCC(=O)Nc1cc(OC)c([N+](=O)[O-])cc1C	-8	-25	4	87	0	/	-2.6	-21	1	98

Hits appear at their usual frequency. About 6.1% of those tested had a hit in this group.
